# OXTR agonist: human OXTR agonism; CHO-OTR cells, Fluo-8 calcium fluorescence; normalized: DMSO 0%, oxytocin 100%; activation, % at 3 µM; 0.32% of 320,000 active; AID 2435;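 active = activation above the mean of all tested compounds plus 3 SD, cutoff set per screening run, cut at about 20% in these data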;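 note: peak over basal fluorescence ratio from a 100 s FLIPR kinetic read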
# Target sequence (P30559 whole entry, looked up): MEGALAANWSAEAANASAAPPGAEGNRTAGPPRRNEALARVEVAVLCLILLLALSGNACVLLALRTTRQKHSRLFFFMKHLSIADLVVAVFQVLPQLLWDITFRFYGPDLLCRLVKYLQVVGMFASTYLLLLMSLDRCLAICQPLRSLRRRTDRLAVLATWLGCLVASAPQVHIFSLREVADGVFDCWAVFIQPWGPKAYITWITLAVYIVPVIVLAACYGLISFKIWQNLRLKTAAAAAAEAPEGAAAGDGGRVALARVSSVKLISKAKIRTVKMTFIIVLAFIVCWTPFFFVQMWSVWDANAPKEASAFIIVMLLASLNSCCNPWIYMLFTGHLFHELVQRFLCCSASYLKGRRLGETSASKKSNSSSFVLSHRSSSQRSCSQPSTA
# GPR7 antagonist: human neuropeptides B/W receptor 1 antagonism; P48145; 1.1% of 290,000 active; inhibition, % at 4.4 µM; GPR7-expressing cells, fluorescence antagonist assay; in the data active = inhibition above about 16%, passing the limit was not always enough;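 note: cells stimulated with the agonist NPW; 0% = agonist with vehicle and 100% = vehicle without agonist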
# Target sequence (P48145 whole entry, looked up): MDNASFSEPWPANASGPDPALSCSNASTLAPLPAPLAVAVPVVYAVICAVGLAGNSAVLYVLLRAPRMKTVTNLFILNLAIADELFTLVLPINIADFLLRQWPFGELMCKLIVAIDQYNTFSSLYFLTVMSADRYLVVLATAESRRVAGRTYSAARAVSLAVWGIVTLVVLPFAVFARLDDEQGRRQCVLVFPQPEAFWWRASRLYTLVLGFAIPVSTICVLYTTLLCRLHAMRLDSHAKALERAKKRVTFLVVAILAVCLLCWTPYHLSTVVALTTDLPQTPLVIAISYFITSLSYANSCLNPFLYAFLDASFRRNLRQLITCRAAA
# OXTR potentiator: potentiators of human oxytocin receptor; 0.061% of 320,000 active; CHO-OTR cells, Fluo-8 calcium fluorescence, potentiator mode; 0% = oxytocin EC15, 100% = EC100; activation, % at 3 µM; P30559;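 active = activation above that plate's cutoff, the mean activation of tested compounds plus 3 SD, cut at about 6.6% in these data, passing the limit was not always enough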;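 note: 100% uses oxytocin at 75 nM as the full agonist control; some results filed as inactive read as strong as hits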
#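 Measured by – Fluo-8 calcium dye fluorescence · Test system – human OTR in CHO cells · Dosing – one concentration, 3.0 µM compound · Controls – EC15 oxytocin alone as 0%, 75 nM oxytocin as 100% · Evaluation – normalized max/min fluorescence ratio, % activation · Timing – 6 min pre-incubation, 100 s read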
# CHO-K1 Ca antag: nonselective inhibitor or artifact in parental CHO-K1 cells. 0.6% of 360,000 active. ATP-induced calcium, Fluo-8 fluorescence. inhibition, % at 3 µM. AID 602250;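 active = inhibition above a per-plate cutoff, the plate's mean sample inhibition plus 3 SD, cut at about 24% in these data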;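 note: 0% = DMSO plus EC80 ATP and 100% = DMSO alone without ATP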
# TAAR1 antagonist: human TAAR1 antagonism; Q96RJ0; CHO RD-HGA16 TAAR1, Fluo-8 calcium fluorescence, antagonist; inhibition, % at 3 µM; 1.5% of 360,000 active;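 active = inhibition above a per-plate cutoff, the mean inhibition of test compounds on that plate plus 3 SD, cut at about 49% in these data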;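 note: 0% = DMSO plus EC80 beta-PEA response and 100% = DMSO alone without agonist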
# Target sequence (Q96RJ0 whole entry, looked up): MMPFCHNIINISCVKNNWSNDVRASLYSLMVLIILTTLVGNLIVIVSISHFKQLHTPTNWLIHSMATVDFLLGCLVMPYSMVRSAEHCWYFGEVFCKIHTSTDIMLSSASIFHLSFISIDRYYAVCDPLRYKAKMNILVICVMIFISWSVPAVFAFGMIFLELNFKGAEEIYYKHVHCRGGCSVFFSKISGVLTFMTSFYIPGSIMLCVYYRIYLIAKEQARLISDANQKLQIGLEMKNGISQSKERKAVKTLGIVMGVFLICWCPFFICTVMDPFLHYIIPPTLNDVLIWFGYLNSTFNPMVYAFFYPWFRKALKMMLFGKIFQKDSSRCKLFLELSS
#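 Assay system: CHO-derived RD-HGA16 cells stably expressing human TAAR1 plus Gα16. Timing: 140 s kinetic read after compound, 140 s after agonist. Technique: kinetic Fluo-8 calcium fluorescence measurement. Measure: % inhibition of agonist calcium response.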
# V1aR counter: V1a receptor agonism, counter-screen for OXTR agonists. P37288. CHO-V1R cells, Fluo-8 calcium fluorescence, agonist mode; 0% DMSO, 100% 3 nM vasopressin. activation, % at 3 µM. 0.25% of 320,000 active. AID 2797;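 active = activation above the mean activation of all tested compounds plus 3 SD, per screening run, cut at about 20% in these data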;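 note: signal is peak over basal fluorescence ratio across a 100 second FLIPR read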
# M1 PAM parental: nonselective activator or artifact in parental CHO-K1 calcium assay; ATP EC20, Fluo-8 calcium fluorescence; 0% at ATP EC20, 100% at ATP max; AID 602247; 0.02% of 360,000 active; activation, % at 3 µM;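 active = activation above the run cutoff, the mean activation of all test compounds plus 3 SD, cut at about 40% in these data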;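 note: peak over basal fluorescence ratio in a 140 s read after ATP addition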
# CHO parental Ca: counter-screen: ATP calcium response change in parental CHO cells; parental CHO-K1, ATP-induced calcium, Fluo-8 fluorescence; inhibition, % at 5.6 µM; 0.63% of 330,000 active; AID 463079;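 active = inhibition above that plate's mean sample inhibition plus 3 SD, cut at about 26% in these data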;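 note: 0% = ATP-challenged DMSO wells and 100% = DMSO wells without ATP; some compounds past the cut are filed as inactive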
#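 Test system: untransfected parental CHO cell line; also added: ATP stimulus; dosing: 5.6 µM, single dose; signal: calcium-sensitive Fluo-8 fluorescence; measure: percent inhibition of ATP-evoked calcium rise, normalized to controls; benchmarks: low control ATP plus DMSO, high control DMSO only; replication: one well per compound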
# M1 ag parental: M1 agonist counterscreen hit in parental CHO-K1 cells; Fluo-8 calcium fluorescence; scaled to maximal ATP response, vehicle zero; activation, % at 3 µM; 0.48% of 360,000 active; AID 602248; in the data active = activation above about 15%;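 note: untransfected CHO-K1 host cells lacking M1 receptor as counterscreen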
# Starred values were filed as active, the others as inactive; · = no result given.
# Value order – OXTR agonist, GPR7 antagonist, OXTR potentiator, CHO-K1 Ca antag, TAAR1 antagonist, V1aR counter, M1 PAM parental, CHO parental Ca, M1 ag parental
O=C(NCCc1ccccc1)C1CC(=O)N(CCc2ccccc2)C1 (stereo not drawn)
    0.0, -9, -9, -1, -6, 1.1, 0, -13, 0.5
COc1cccc(NC(=O)Cn2c3ccc(OC)cc3c3nc4n(c(=O)c32)CCS4)c1
    -0.7, 12, 6, -10, 6, 1.0, 10, -18, 0.8
COc1ccc2nc(C)cc(NCc3cccc(C(F)(F)F)c3)c2c1
    9.7, 15, -11, 11, 9, 5.8, 3, -12, 2.1
CCc1ccc(C(=O)NN(C(=O)c2ccc(CC)cc2)C(C)(C)C)cc1
    -2.8, -4, 7, -11, -3, -0.9, 8, -24, 2.6
S=C(NCCc1ccccc1)N/N=C/c1cccc(Cl)c1Cl
    -1.5, -7, -5, -7, 4, -0.5, 3, -19, -0.6
COc1ccc(C(=O)N(C)Cc2ccon2)cc1OC1CCN(C(C)C)CC1
    -0.4, -6, 1, -8, -9, 1.4, 1, -1, 0.6
Cc1ccc(NC(=O)c2sc(=S)n(-c3cc(C)ccc3F)c2N)cc1
    -0.3, -21, -4, -14, 3, 0.0, -4, 5, 1.4
CC1CCC(NC(=O)C2c3ccccc3C(=O)N2Cc2cccs2)CC1 (stereo not drawn)
    -1.7, 11, 0, -4, 1, 0.7, 22, -12, 0.7
COc1cccc2cc(C(=O)NCc3ccccc3Cl)c(=O)oc12
    -0.1, -12, -1, 6, 6, -0.9, 11, -2, 15*
Cc1scc(C(=O)NNC(=S)NCC2CCCO2)c1-c1ccccc1 (stereo not drawn)
    -1.2, -9, 2, 5, -11, -0.3, 20, -5, 2.9
Cc1csc(NC(=O)c2cccc(Cn3nc(C)c(Br)c3C)c2)n1
    2.0, -4, -10, -13, 37, 1.7, 13, -29, 5.8
CC(=O)OC[C@@H]1CN(Cc2ccccc2)C[C@H](n2cnc3c(NC4CCCC4)ncnc32)O1
    ·, ·, ·, -5, -21, ·, 0, ·, 0.6
CCC(C)(C)n1nnnc1C(C(C)C)N(CCCO)Cc1cc2cc(C)ccc2[nH]c1=O (stereo not drawn)
    -1.2, 2, -3, 0, 2, -1.1, 6, -18, -0.1
Cc1c(Cl)cccc1N=C1SCCN1C(=O)CN1C(=O)NC2(CCCC2)C1=O
    9.1, ·, -8, -6, 15, 4.3, 9, -2, 9.6
O=C(O)Cc1c[nH]c2cccc(O)c12
    0.2, -17, 2, -2, -31, 0.9, 9, -4, 0.1
COc1ccc2oc(C(=O)OC(C)C(=O)N3C(C)CCCC3C)c(C)c2c1 (stereo not drawn)
    -1.2, ·, -5, 1, -1, 3.0, 8, -25, 0.5
CCCCN(C=O)c1c(CC)nc2ccc(C(=O)N3CCCCC3)cn12
    ·, ·, ·, 0, -17, ·, 15, ·, 1.1
O=C1C=C(c2ccc3[nH]ccc3c2)C[C@@H](c2ccc(F)cc2)C1
    1.1, ·, -2, -14, 26, 1.3, 16, -22, 0.8
Cc1cccn2c(=O)nc(SCC(=O)NCCc3ccccc3)nc12
    0.0, ·, -3, -11, -52, 0.2, 15, 2, 1.3
Cc1cccc(C(=O)Nc2ccccc2C(=O)OCc2c(C)noc2C)c1
    1.1, -9, 5, -6, 12, 0.6, 6, -16, 0.2
CCCn1cc(S(=O)(=O)c2ccc(F)cc2)c(=O)c2cc(OCC)ccc21
    -1.1, 4, -1, -21, 0, -0.1, 18, -14, 2.7
CN1CCN(C=Nc2nc3ccccc3nc2N2CCCC2)CC1
    0.9, -17, -1, -11, 17, 1.0, 3, -13, -0.3
O=C(/C=C/c1ccc([N+](=O)[O-])cc1)OCC(=O)N1CCOCC1
    0.1, ·, -3, -5, 2, 0.4, 4, 0, 0.9
CN1CC(c2ccccc2)C2(COc3ccccc3C2=O)C12C(=O)Nc1ccccc12 (stereo not drawn)
    -1.2, -12, -6, -6, 12, -1.4, 3, -24, 0.2
CS(=O)(=O)c1cccc(NC(=O)C2CC2)c1
    0.6, -15, -3, -7, 8, 0.0, 22, 9, 0.3
O=C(CSc1ccc(Cl)cc1)Nc1ccccc1
    ·, ·, ·, -5, -7, ·, -13, ·, 0.4
OC[C@@H]1CCCN1Cc1cn(-c2ccccc2)nc1-c1ccc2c(c1)OCO2
    1.9, -16, -8, -1, -1, 1.0, 4, -17, 1.0
Cn1nc([N+](=O)[O-])nc1Oc1ccccc1
    0.1, -1, -8, -12, 24, -0.3, 23, -4, 0.2
COc1ccc(C)cc1NC(=O)c1ccc(CN2CCc3ccccc3C2)cc1
    ·, -8, ·, 1, -4, ·, 8, ·, -0.1
COc1ccc(NC(=O)c2c3c(nc4ccccc24)CCN(Cc2ccccc2)C3)c(OC)c1
    -2.7, -5, -13, -9, 29, -1.1, 16, -13, 4.0
CN1CCN(c2cc(-c3ccccc3)nc3cc(-c4ccc(F)cc4)nn23)CC1
    5.1, -10, -9, -22, 8, 1.8, 19, 3, 2.1
COc1ccc(S(=O)(=O)CCC(=O)Nc2cc(C)ccc2OC)cc1
    -0.9, -18, -11, -7, -19, -0.1, 13, -3, 0.3
Cc1ccccc1NC(=O)Cn1cc(C(=O)C2CC2)c2ccccc21
    -0.3, 18, -11, -8, -17, -1.4, -3, -5, 1.5
CCOc1nc(Nc2cc(Cl)ccc2OC)nc(OCC)n1
    -1.1, -19, -4, 4, 12, -0.4, 11, -4, 0.0
Fc1cccc(Cc2c(-c3ccccc3)nc3ccc(Cl)cn23)c1
    ·, ·, ·, -23, -29, ·, 9, ·, -0.2
CCOc1ccc(NS(=O)(=O)c2ccc(NS(=O)(=O)c3ccc(SC)cc3)cc2)cc1
    1.3, 0, -6, -33, 2, 2.5, 12, -15, 0.8
CC(C)CNC(=O)C(=O)NNC(=O)c1ccco1
    0.1, 8, -4, -10, 0, 0.4, 7, -13, 0.0
C#CCN(C[C@@H]1[C@@H](OC(=O)NCc2ccccc2F)[C@@H](OC(=O)NCc2ccccc2F)CN(C(=O)OC(C)C)N1C(=O)OC(C)C)S(=O)(=O)c1ccc(C)cc1
    ·, ·, ·, -9, -21, ·, 11, ·, 1.5
CC(=O)N(c1ccc(Cl)cc1)c1c[nH]c2ccccc12
    3.4, 17, -8, -13, -10, 3.0, -10, -5, 1.6
CSc1oc(-c2cccs2)nc1S(=O)(=O)c1ccccc1
    -2.0, -1, 3, -17, -42, -1.1, 21, -24, 0.1
COC(=O)c1ccc(Oc2nc3ccccc3n3c(C)nnc23)cc1
    -0.1, ·, -10, -15, -25, 0.7, 14, 2, -0.1
CCC/C=C1/CCCOC(C(=O)NCCNCCO)(C(F)(F)F)C1 (stereo not drawn)
    0.5, ·, 8, -20, -12, 0.4, 18, -11, 0.8
COc1ccc(CS(=O)(=O)CC2(O)CCN(C(=O)c3cccc(C(F)(F)F)c3)CC2)cc1
    0.6, -5, -5, -11, -19, -0.4, -9, 13, 2.5
CC(NC(=O)c1ccc(CS(=O)(=O)c2ccc(Cl)cc2)o1)c1ccc2c(c1)OCCO2 (stereo not drawn)
    5.6, 2, -8, -8, 59*, 4.8, -1, -18, 11
O=C(c1cc(Br)c(Br)s1)N1CCN(C/C=C/c2ccccc2)CC1
    -1.2, 4, -7, -11, 9, 0.0, 24, -14, 0.7
Cc1csc(=O)n1CCC(=O)OCC(=O)N(CC(C)C)c1c(N)n(Cc2ccccc2)c(=O)[nH]c1=O
    1.6, -6, -17, -3, -11, -0.2, 8, -8, 0.6
CC(C)CCNC(=O)CNC(=S)N(Cc1ccccc1)Cc1cccnc1
    2.0, -3, -2, -10, -13, 1.4, 23, -16, 1.8
CCOC(=O)CSc1nc(-c2ccccc2)nc2ccccc12
    -1.0, 3, -3, -6, 4, -1.1, 19, -18, 0.3
CN1CCN(CCCNC(=O)CCc2nnc3n(Cc4ccccc4Cl)c(=O)c4ccccc4n23)CC1
    -1.6, 3, -6, -15, -12, 0.2, 12, -24, 0.7
O=C(NCc1ccccc1F)C1CCCN(C(=O)Nc2ccc(F)cc2)C1 (stereo not drawn)
    0.2, -11, -8, 19, -11, 0.1, -6, -4, 0.8
O=C(CNC(=O)c1ccco1)OCc1ccc(C(=O)Oc2ccccc2)cc1
    2.9, -4, -19, -8, 8, 5.4, 11, -1, 3.6
COc1ccc([N+](=O)[O-])cc1C1NN=C(c2cccc3ccccc23)S1 (stereo not drawn)
    -0.9, 5, 1, -20, 8, -1.0, 7, -19, 0.5
COc1ccc(CCNC(=O)Cn2nc(C)c3c(C)n(-c4ccccc4)nc3c2=O)c(OC)c1
    -2.4, -9, 1, -16, -18, -1.7, 25, -36, -0.3
CCP(=O)(c1cccc([N+](=O)[O-])c1)c1cccc([N+](=O)[O-])c1
    0.7, -1, -3, -7, -42, 0.8, 19, 13, 0.2
COc1ccccc1C(=O)Nc1ccc2c(c1)nc(CN1CCCCC1)n2C
    -0.4, 2, -3, -8, -1, -1.1, 9, -4, 0.9
COCCNC(=O)/C(C#N)=C/c1c(N2CC(C)OC(C)C2)nc2ccccn2c1=O (stereo not drawn)
    0.0, -2, -2, 2, -16, 0.2, 9, -5, 0.6
CC(Oc1ccc(Br)cc1)C(=O)N1CCN(c2ccccn2)CC1 (stereo not drawn)
    ·, 2, ·, -14, 8, ·, 24, ·, 5.6
Cc1c(Cl)cnc(NC(=O)COC(=O)c2cc3c(s2)CCC(C)C3)c1Cl (stereo not drawn)
    -0.5, -4, 1, -6, -26, 0.5, 17, -5, 1.0
O=c1c2ccccc2nc(SCc2ccccc2Cl)n1Cc1ccccc1
    0.9, -2, -8, -11, -6, 1.2, 22, -27, 0.5
CC(=O)Nc1nonc1NC(=O)CSc1ncn[nH]1
    0.9, -9, 0, 0, -8, 0.3, 6, 8, 0.9

# (next part)
# Value order – OXTR agonist, GPR7 antagonist, OXTR potentiator, CHO-K1 Ca antag, TAAR1 antagonist, V1aR counter, M1 PAM parental, CHO parental Ca, M1 ag parental
Cc1cn(S(=O)(=O)c2ccccc2[N+](=O)[O-])cn1
    0.4, -19, 3, 4, 16, 0.6, -7, -6, 0.0
O=C1N[C@@H](Cc2cnc[nH]2)C(=O)N2CCC[C@@H]12
    1.2, -4, 1, 22, 7, 1.2, 10, -5, -0.3
Cc1ccc(C)c(C(=O)N(C)CC(=O)Nc2ccccc2C(F)(F)F)c1
    0.0, -9, -4, -5, -7, -0.2, 11, -3, 0.0
COCCNC(=O)C(c1ccc(C)o1)N(CCOC)C(=O)Cn1nnc2ccccc21 (stereo not drawn)
    0.3, 2, -6, 9, 1, -0.5, -10, -5, -0.2
O=C(CN1CCc2ccccc2C1)Nc1ccc(F)cc1
    ·, -7, ·, 14, -8, ·, -20, ·, -0.7

# TAAR1 antagonist, entries above that show a hit.
smiles,GPR7 antagonist,TAAR1 antagonist
CC(NC(=O)c1ccc(CS(=O)(=O)c2ccc(Cl)cc2)o1)c1ccc2c(c1)OCCO2 (stereo not drawn),2,59*
